TROY NFkB inh – inhibitors of TROY-driven NF-kB signaling, primary screen, Q293 LMP1-TROYcd cells, NF-kB luciferase, uHTS; 360,000 compounds, 0.98% hits; Q293 LMP1-TROYcd NF-kB luciferase reporter, 4 h; inhibition, % at 10 µM;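 active = compounds whose plate-normalised and pattern-corrected inhibition of the luciferase reporter signal at the single screening dose is 50% or more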
COUP-TFII inh – NR2F2 transcriptional activity inhibitors, primary screen, cell-based, luciferase reporter, HEK293T, luminescence | COUP transcription factor 2 (Homo sapiens), P24468 | 370,000 compounds, 0.7% hits | HEK293T NGFI-A luciferase reporter | inhibition, % at 8.6 µM | AID 686940, 2013;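 active = inhibition above a per-plate cutoff, mean inhibition of test wells between control levels plus 3 SD, cut at about 38% in these data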;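 note: cells cotransfected with COUP-TFII expression vector driving the NGFI-A reporter; 0% = median of COUP-TF2 test wells and 100% = reporter-only cells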
NCOA2 inhibitor – inhibition of GAL4-SRC2 driven luciferase reporter, primary screen, SRC2 inhibitor project, cell-based, luminescence; HEK293 GAL4-SRC2 luciferase reporter; inhibition, % at 9 µM; 370,000 compounds, 0.17% hits;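 active = inhibition above the mean inhibition of all tested compounds plus 3 SD, set per campaign, cut at about 52% in these data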;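 note: 0% = DMSO treated cells and 100% = cells given Gossypol at 36 µM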
EBV LMP1 NFkB – EBV LMP1-driven NF-kappaB luciferase reporter inhibitors, primary screen, cell-based, luminescence, single point. LMP1-induced NF-kappaB luciferase reporter cells. inhibition, % at 12.5 µM. 350,000 compounds, 0.69% hits. AID 504558, 2011; in the data active = inhibition above about 41%;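 note: 0% = neutral control wells and 100% = reference inhibitor control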
TLR9-MyD88 block – inhibitors of TLR9-MyD88 association in cells, primary screen, cell-based, CHO, BLA complementation, fluorescence. 340,000 compounds, 0.21% hits. CCF4 FRET ratio. Toll-like receptor 9 (Homo sapiens) + Myeloid differentiation primary response protein …. inhibition, % at 4.98 µM. AID 504734, 2011;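 active = inhibition above the mean over all tested compounds plus 3 SD, cut at about 21% in these data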;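 note: 0% = DMSO only wells and 100% = clavulanate BLA inhibitor control wells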
NCOA1 inh – SRC1 coactivator transcriptional activity inhibitors, primary screen, cell-based, luminescence; Nuclear receptor coactivator 1 (Homo sapiens), Q15788; HEK293 GAL4-SRC1 luciferase reporter; inhibition, % at 3.6 µM; 360,000 compounds, 0.12% hits; AID 588354, 2011;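 active = inhibition above the campaign mean plus 3 SD, with each screening campaign given its own cutoff, cut at about 60% in these data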;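 note: 0% = DMSO treated cells and 100% = gossypol at 36 µM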
TWEAK Fn14 block – inhibitors of TWEAK-Fn14 signaling, primary screen, luciferase reporter cells, uHTS | TWEAK-stimulated Fn14 reporter cells, luciferase luminescence, 8 h | 360,000 compounds, 2% hits | inhibition, % at 10 µM | AID 1159606, 2016; in the data active = inhibition above about 50%
SRC3 inh – SRC3 coactivator transcriptional activity inhibitors, primary screen, cell-based, luminescence | Nuclear receptor coactivator 3 (Homo sapiens), Q9Y6Q9 | HEK293 GAL4-SRC3 luciferase reporter | inhibition, % at 3.6 µM | 360,000 compounds, 0.17% hits | AID 588352, 2011;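 active = inhibition above a per-campaign cutoff, the mean of all compounds plus 3 SD, cut at about 60% in these data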;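 note: 0% = DMSO-treated cells and 100% = gossypol-treated cells at 36 µM; higher means less SRC3-driven luciferase light from the GAL4 reporter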
Target sequence (Q9Y6Q9 whole entry, looked up, the tested form may be a part): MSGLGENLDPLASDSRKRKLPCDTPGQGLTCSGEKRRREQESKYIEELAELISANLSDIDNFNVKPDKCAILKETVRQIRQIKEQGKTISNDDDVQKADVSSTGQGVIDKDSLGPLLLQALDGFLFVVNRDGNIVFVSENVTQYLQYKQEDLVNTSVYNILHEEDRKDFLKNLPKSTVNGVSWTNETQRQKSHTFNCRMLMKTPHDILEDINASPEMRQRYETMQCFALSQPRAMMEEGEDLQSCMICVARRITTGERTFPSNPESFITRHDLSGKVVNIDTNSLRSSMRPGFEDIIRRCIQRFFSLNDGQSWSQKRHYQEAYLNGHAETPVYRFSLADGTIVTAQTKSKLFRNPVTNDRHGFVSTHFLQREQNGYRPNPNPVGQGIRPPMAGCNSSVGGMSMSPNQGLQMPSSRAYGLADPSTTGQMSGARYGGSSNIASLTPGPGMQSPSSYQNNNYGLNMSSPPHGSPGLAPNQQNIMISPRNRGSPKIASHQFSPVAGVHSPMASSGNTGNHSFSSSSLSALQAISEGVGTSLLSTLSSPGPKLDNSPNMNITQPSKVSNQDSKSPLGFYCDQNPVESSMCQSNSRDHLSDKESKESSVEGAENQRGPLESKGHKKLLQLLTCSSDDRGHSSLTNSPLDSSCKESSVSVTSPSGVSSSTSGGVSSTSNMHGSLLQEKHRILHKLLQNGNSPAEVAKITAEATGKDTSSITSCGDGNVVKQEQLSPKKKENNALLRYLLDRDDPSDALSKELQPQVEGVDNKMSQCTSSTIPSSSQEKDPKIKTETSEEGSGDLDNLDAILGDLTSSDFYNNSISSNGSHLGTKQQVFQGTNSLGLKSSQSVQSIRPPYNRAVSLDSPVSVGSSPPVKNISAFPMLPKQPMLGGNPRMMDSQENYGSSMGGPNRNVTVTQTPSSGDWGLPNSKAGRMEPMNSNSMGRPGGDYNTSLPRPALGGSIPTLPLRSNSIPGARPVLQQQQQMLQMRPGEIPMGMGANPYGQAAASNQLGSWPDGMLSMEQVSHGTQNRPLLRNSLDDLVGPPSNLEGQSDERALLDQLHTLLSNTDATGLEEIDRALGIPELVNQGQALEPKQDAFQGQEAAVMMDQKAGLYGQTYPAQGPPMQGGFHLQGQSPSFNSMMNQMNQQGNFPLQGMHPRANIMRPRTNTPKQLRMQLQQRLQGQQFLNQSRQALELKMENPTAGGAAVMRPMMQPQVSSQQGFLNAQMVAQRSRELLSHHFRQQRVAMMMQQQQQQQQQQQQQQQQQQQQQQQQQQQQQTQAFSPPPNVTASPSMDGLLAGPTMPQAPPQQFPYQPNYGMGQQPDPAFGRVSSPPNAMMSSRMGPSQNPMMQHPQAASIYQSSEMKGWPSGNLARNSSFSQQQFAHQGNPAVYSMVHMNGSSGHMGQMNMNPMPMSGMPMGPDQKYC
LRH-1 inv ag – LRH-1 (NR5A2) inverse agonists, primary screen, cell-based, luminescence, HEK293T, StAR-luciferase reporter; AID 602396, 2012; LRH-1 transfected, 24 h; inhibition, % at 3.6 µM; 360,000 compounds, 0.13% hits; Nuclear receptor subfamily 5 group A member 2 (Homo sapiens), O00482;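 active = inhibition above the mean inhibition of all tested compounds plus 3 SD, cut at about 73% in these data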;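 note: 0% = DMSO wells and 100% = reporter-only cells lacking LRH-1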
NOD2-RIPK2 inh – NOD2-RIPK2 binding disruptors in cells, primary screen, fluorescence, CHO cells, BLA complementation; Receptor-interacting serine/threonine-protein kinase 2 (Homo sapiens), O43353; CCF4 ratio; inhibition, % at 4.98 µM; 360,000 compounds, 0.38% hits; in the data active = inhibition above about 21%;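 note: 0% = vehicle only and 100% = reference blocker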
TRAIL sens C8 – viability loss with TRAIL in NB7+C8 cells, primary screen, TRAIL sensitizer project, cell-based, ATPlite luminescence | 360,000 compounds, 1% hits | inhibition (viability loss, TRAIL sensitization), % at 10 µM;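 active = compounds causing at least 50% loss of cell viability in the single-dose screen, relative to plate controls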
* = called active by the depositor; x = not tested or not shown.

Molecule	TROY NFkB inh	COUP-TFII inh	NCOA2 inhibitor	EBV LMP1 NFkB	TLR9-MyD88 block	NCOA1 inh	TWEAK Fn14 block	SRC3 inh	LRH-1 inv ag	NOD2-RIPK2 inh	TRAIL sens C8
Cc1ccc(NC(=O)c2sc3nc(N4CCOCC4)c4c(c3c2N)CCCC4)cc1	-38	7	-8	6	-7	-14	-4	-26	-4	8	2
O=Nc1c2nc3ccccc3n(O)c-2c2ccccc12	-55	-24	-47	5	14	-22	-30	-21	-68	3	9
COc1ccccc1CC(=O)OC(C)C(=O)Nc1ccc(S(=O)(=O)N2CCCCC2)cc1 (stereo unspecified)	15	4	1	-3	4	-4	6	-1	3	-1	16
C=Cc1ccc(C(=O)N2CCCC(CCC(=O)N3CCN(c4ccccn4)CC3)C2)cc1 (stereo unspecified)	18	19	15	4	3	-25	-4	-11	-15	0	-17
CCOc1ccc(C(=O)NCC(=O)OCc2cc([N+](=O)[O-])cc3c2OCOC3)cc1OCC	3	-17	2	-5	-4	-41	-3	6	12	-3	12
CCc1ccc(NS(=O)(=O)c2cccc3nsnc23)cc1	-30	-1	0	4	-1	0	25	5	3	-4	15
Cc1ccc(-c2noc(CN(C)C(=O)c3ccoc3C)n2)cc1	-15	0	7	-14	-3	1	-6	-49	-1	0	2
CCNC(=S)NNC(=O)c1cc(-c2cccc(OCC)c2)nc2ccccc12	-24	-16	-16	-9	2	-2	-38	-5	3	-9	8
CC(=O)NC(CCS(C)(=O)=O)C(=O)Nc1cc(Cl)ccc1Cl (stereo unspecified)	15	-44	-18	-1	5	5	11	-10	-28	-3	15
O=C(Cc1ccccc1)NN=Cc1ccccc1	-11	14	-31	5	-6	-13	-12	-20	7	0	-12
CCCCn1c(N)c(N(C)C(=O)c2ccc(OCC3CCCO3)cc2)c(=O)[nH]c1=O (stereo unspecified)	9	-6	-21	-1	2	8	13	-6	-4	4	-5
COc1ccc(OC)c(N(CC(=O)NCCSCc2ccco2)S(=O)(=O)c2ccccc2)c1	9	19	19	4	-7	-4	17	-18	6	-8	0
S=c1nc(-c2ccc(Br)cc2)oc2c1CCCC2	-75	-2	-13	-14	-12	-72	-24	-17	-28	4	15
Cn1c(=O)[nH]c(=O)c2c1nc(SCC(N)=O)n2Cc1cccc(Br)c1	-17	-72	-100	-7	-1	-15	5	-9	6	-8	-11
Cn1c(C(=O)NC2CCCCC2)cc2c(=O)n3ccccc3nc21	-33	-13	-6	-21	-2	-17	-22	-42	-28	2	13
O=C(NC1CCCCC1)C(c1ccccc1F)N(C(=O)c1csnn1)C1CCCC1 (stereo unspecified)	-9	13	-8	2	-9	-14	10	12	-12	-9	10
O=C(CCCCCN1C(=O)CCC1=O)Nc1ccc2c(c1)OCCO2	14	-1	-6	1	-2	-7	8	6	-17	-5	1
O=C(NCc1ccco1)c1ccc(-c2cccc(Cl)c2)o1	1	-29	-11	-16	-5	-38	5	-16	-52	-4	10
O=C(Nc1ccc(F)cc1)Nc1cc(S(=O)(=O)N2CCOCC2)ccc1N1CCCC1	7	-13	7	9	1	-36	25	-10	4	-8	-2
CCC1CCCCN1C(=O)c1ccc(OC2CCN(C(=O)COC)CC2)cc1 (stereo unspecified)	0	-13	-26	0	-8	-2	0	-2	-5	-12	1
CCc1nc2ccc(C(=O)NCc3ccccc3OC)cn2c1N(C)Cc1ccc(N(C)C)cc1	3	-1	7	x	x	-9	-8	-2	32	1	-3
O=C(CNC1CCCC1)Nc1cc(Cl)ccc1[N+](=O)[O-]	1	-12	5	-8	2	8	-18	-4	-10	2	13
CCSc1nnc(-c2cnn(-c3ccccc3)c2-n2cccc2)n1C	-1	5	-16	-6	-3	-1	0	11	5	6	-5
Cc1cc(C)c2c(c1)/C(=N/NS(=O)(=O)c1ccc(Br)cc1)CCC2	-10	-10	5	-8	-2	-11	9	-5	13	-8	-18
O=C(CN1C(=O)/C(=C/c2ccccc2F)Oc2ccccc21)N1CCN(c2ccccn2)CC1	-43	-24	-6	5	-6	7	4	17	7	-3	8
O=C(NCCN1CCc2ccccc2C1)C1CCN(S(=O)(=O)N2CCC3(CC2)OCCO3)CC1	-7	-7	-1	-23	5	-1	0	5	16	-8	-7
C/C(NC(=O)c1cccs1)=C1\C(=O)C[C@@H]2[C@H]1C2(C)C	-54	-22	-23	-43	0	-37	1	-45	-63	-10	1
Cc1ccc(C)c(N2CCN(S(=O)(=O)c3ccc(-c4cc(C)no4)s3)CC2)c1	26	-6	17	-6	7	7	-1	4	-26	-3	-26
CCOC(=O)c1[nH]c2ccc(OC)cc2c1NC(=O)CN1CCC2(CC1)OCCO2	17	-7	-20	4	-1	-3	-15	22	-13	-6	-6
COC(=O)CCC(=O)OC1(C)C(=O)C=C2C=C(C3CC3)N(C3CCCCC3)C=C2C1=O (stereo unspecified)	8	-10	5	4	-3	-57	9	-6	28	-6	-1
Cn1c(O)c(N=Nc2ccc(F)cc2)c2ccccc21	-9	21	-15	-2	2	-13	1	6	0	-2	3
CC(=O)c1sc(NCc2ccc(C)cc2)nc1C	-18	-42	-59	-21	-7	-48	-16	-54	-59	-4	8

Further structures follow:
Abbreviations: A = TROY NFkB inh; B = COUP-TFII inh; C = NCOA2 inhibitor; D = EBV LMP1 NFkB; E = TLR9-MyD88 block; F = NCOA1 inh; G = TWEAK Fn14 block; H = SRC3 inh; I = LRH-1 inv ag; J = NOD2-RIPK2 inh; K = TRAIL sens C8
Compound: OCC1(CCc2ccccc2)CCN(Cc2c(F)ccc(F)c2F)CC1
  A: 15 | B: 10 | C: 18 | D: -11 | E: -3 | F: 7 | G: 16 | H: 14 | I: 9 | J: 1 | K: 6

Compound: CCNC(=O)C1(C)CCN1C(=O)Cc1ccc(C(C)C)cc1 (stereo unspecified)
  A: -6 | B: -19 | C: -6 | D: x | E: x | F: -10 | G: 6 | H: -10 | I: -4 | J: -5 | K: -23

Compound: CCCn1c(SCC(=O)Nc2cccc(C)n2)nc2c1c(=O)n(C)c(=O)n2C
  A: 18 | B: -10 | C: 3 | D: -5 | E: -6 | F: -11 | G: 0 | H: 22 | I: -3 | J: -6 | K: 13

Compound: O=C(Cc1ccc(Cl)c(Cl)c1)NNC(=S)NCC1CCCO1 (stereo unspecified)
  A: -1 | B: 6 | C: 9 | D: 0 | E: 5 | F: 8 | G: 2 | H: 6 | I: 13 | J: -5 | K: -8

Compound: COC(=O)CC(c1ccc(OC)c(OC)c1)c1ccc(OC)c(OC)c1
  A: 8 | B: 6 | C: -13 | D: -3 | E: 2 | F: -3 | G: 34 | H: 9 | I: 11 | J: -1 | K: 8

Compound: Nc1c(C(=O)Nc2ccccc2F)sc2nc(Cc3ccccc3)cc(C(F)(F)F)c12
  A: -21 | B: -12 | C: -5 | D: 3 | E: -7 | F: -4 | G: -15 | H: 16 | I: -5 | J: 1 | K: 15

Compound: CN(Cc1nccs1)C(=O)c1cc(COc2cccc3cnccc23)on1
  A: 37 | B: 54* | C: 40 | D: 17 | E: 5 | F: 28 | G: 41 | H: 42 | I: 35 | J: -6 | K: 15

Compound: Cn1c(=O)c2c(ncn2CC(=O)Nc2cccc(S(=O)(=O)Nc3ccccc3F)c2)n(C)c1=O
  A: 19 | B: -4 | C: 5 | D: 13 | E: 9 | F: -2 | G: 0 | H: 17 | I: -22 | J: 1 | K: -17

Compound: CCOc1ccc(C(=O)N(Cc2ccc(OC)cc2)Cc2cc3cc(OC)ccc3[nH]c2=O)cc1
  A: -1 | B: 3 | C: 12 | D: 5 | E: 0 | F: 14 | G: -22 | H: 2 | I: 7 | J: -4 | K: -4

Compound: O=C(COC(=O)c1cccc(Br)c1)NCc1ccco1
  A: -8 | B: -2 | C: -13 | D: -6 | E: -7 | F: 1 | G: 16 | H: -7 | I: 14 | J: -5 | K: -7

Compound: COC(=O)CCC(=O)OC1(C)C(=O)C=C2C=C(C3CC3)N(C(CO)CO)C=C2C1=O (stereo unspecified)
  A: -14 | B: -2 | C: -18 | D: 0 | E: -4 | F: -1 | G: 12 | H: -10 | I: 22 | J: -1 | K: 9

Compound: O=C(Nc1ccc2c(c1)C(=O)OC2)c1ccc(Cl)cc1
  A: -27 | B: -2 | C: -27 | D: -6 | E: 4 | F: -17 | G: -24 | H: -28 | I: -38 | J: -5 | K: 22

Compound: CCOc1nc(NC(=O)NS(=O)(=O)c2cccc(Cl)c2)nc(-c2ccccc2)n1
  A: -4 | B: -8 | C: -11 | D: -18 | E: 5 | F: 1 | G: 3 | H: 4 | I: 6 | J: -3 | K: 1

Compound: Cc1cc(C)n(-c2ccc(C(=O)OCC(=O)NCc3ccco3)cc2)n1
  A: 23 | B: 2 | C: 9 | D: -4 | E: 9 | F: -13 | G: 8 | H: 1 | I: -9 | J: 2 | K: 3

Entries shown so far containing an aryl methoxy group:
Abbreviations: A = TROY NFkB inh; B = COUP-TFII inh; C = NCOA2 inhibitor; D = EBV LMP1 NFkB; E = TLR9-MyD88 block; F = NCOA1 inh; G = TWEAK Fn14 block; H = SRC3 inh; I = LRH-1 inv ag; J = NOD2-RIPK2 inh; K = TRAIL sens C8
Compound: COc1ccccc1CC(=O)OC(C)C(=O)Nc1ccc(S(=O)(=O)N2CCCCC2)cc1 (stereo unspecified)
  A: 15 | B: 4 | C: 1 | D: -3 | E: 4 | F: -4 | G: 6 | H: -1 | I: 3 | J: -1 | K: 16

Compound: COc1ccc(OC)c(N(CC(=O)NCCSCc2ccco2)S(=O)(=O)c2ccccc2)c1
  A: 9 | B: 19 | C: 19 | D: 4 | E: -7 | F: -4 | G: 17 | H: -18 | I: 6 | J: -8 | K: 0

Compound: CCc1nc2ccc(C(=O)NCc3ccccc3OC)cn2c1N(C)Cc1ccc(N(C)C)cc1
  A: 3 | B: -1 | C: 7 | D: x | E: x | F: -9 | G: -8 | H: -2 | I: 32 | J: 1 | K: -3

Compound: CCOC(=O)c1[nH]c2ccc(OC)cc2c1NC(=O)CN1CCC2(CC1)OCCO2
  A: 17 | B: -7 | C: -20 | D: 4 | E: -1 | F: -3 | G: -15 | H: 22 | I: -13 | J: -6 | K: -6

Compound: COC(=O)CC(c1ccc(OC)c(OC)c1)c1ccc(OC)c(OC)c1
  A: 8 | B: 6 | C: -13 | D: -3 | E: 2 | F: -3 | G: 34 | H: 9 | I: 11 | J: -1 | K: 8

Compound: CCOc1ccc(C(=O)N(Cc2ccc(OC)cc2)Cc2cc3cc(OC)ccc3[nH]c2=O)cc1
  A: -1 | B: 3 | C: 12 | D: 5 | E: 0 | F: 14 | G: -22 | H: 2 | I: 7 | J: -4 | K: -4

Screening results (PubChem)

An excerpt (hit frequency here may not be typical).
